mcGAS lum – mouse cGAS inhibition by luminescence. hit rate 0.15% among 160,000. recombinant cGAS, Kinase-Glo ATP depletion luminescence. Q8C6L5. inhibition, % at 12.5 µM;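 also: 0% = negative control wells and 100% = reference inhibitor with no enzyme activity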
NPYLR7 agonist – mosquito NPYLR7 agonism. HEK293T NPYLR7/Galpha15, GCaMP6s calcium fluorescence. activation, % at 10 µM. hit rate 0.15% among 270,000. AID 1259423; in the data active = activation above about 40%;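 also: 0% = vehicle and 100% = reference agonist at the receptor; some compounds past the cut are filed as inactive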
hcGAS lum – inhibitors of human cGAS. Q8N884. recombinant h-cGAS, ATP depletion, Kinase-Glo luminescence. inhibition, % at 12.5 µM. hit rate 0.081% among 290,000;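 also: 0% = vehicle reaction and 100% = reaction without DNA for no activity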
Target sequence (Q8N884 whole entry, looked up): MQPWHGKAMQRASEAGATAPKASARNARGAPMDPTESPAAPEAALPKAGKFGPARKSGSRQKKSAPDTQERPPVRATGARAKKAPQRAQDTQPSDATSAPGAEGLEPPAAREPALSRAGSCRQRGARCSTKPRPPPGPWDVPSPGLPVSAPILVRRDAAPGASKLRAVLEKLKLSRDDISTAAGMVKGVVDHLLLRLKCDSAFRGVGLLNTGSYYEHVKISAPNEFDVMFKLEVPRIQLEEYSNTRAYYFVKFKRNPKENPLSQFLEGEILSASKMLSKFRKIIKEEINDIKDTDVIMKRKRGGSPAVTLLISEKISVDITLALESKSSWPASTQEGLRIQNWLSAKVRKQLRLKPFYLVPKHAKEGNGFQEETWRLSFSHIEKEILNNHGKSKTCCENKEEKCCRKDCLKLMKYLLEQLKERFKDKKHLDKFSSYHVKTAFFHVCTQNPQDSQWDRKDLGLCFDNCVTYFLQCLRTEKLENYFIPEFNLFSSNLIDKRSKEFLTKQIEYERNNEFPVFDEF
* marks the source's active call; other numbers are inactive results; . = not tested or not shown; & = joins results of further samples. Rule as the data show it, unless noted: active = inhibition above about 40%; inactive = the rest. An unsorted share of the library; 0.27% or so of the library scored in one or more.

compound | hcGAS lum | NPYLR7 agonist | mcGAS lum
N#CCc1cccc(C(=O)N2CCN(C3CCCC3O)CC2)c1 (stereo unspecified) | -8 | 9 | -6
CC1Cc2nc(SCC(=O)c3ccc(Cl)cc3)n(-c3ccccc3)c(=O)c2S1 (stereo unspecified) | -3 | 2 | .
O=C(Nc1cccnc1-n1cccn1)NC12CC3CC(CC(C3)C1)C2 | -9 | -13 | .
CCS(=O)(=O)Oc1cc(CN(CC(C)C)C(=O)Nc2ccccc2C)ccc1OC | -3 | -1 | -3
CCc1nnc(-c2cc3ccccc3n2CC(=O)Nc2ccc(C(F)(F)F)cc2)o1 | -4 | 1 | -11
N#Cc1cccc(NC(=O)N(CC(=O)N(Cc2ccccc2)Cc2ccco2)CC2CCCO2)c1 (stereo unspecified) | 0 | -3 | -3
c1ccc2c(c1)OCC(CSc1nnc3c(n1)[nH]c1ccccc13)O2 (stereo unspecified) | -3 | 6 | -3
CCN(Cc1cccc(C)c1)Cc1cc(C)on1 | 1 | 1 | .
CCn1c(C(O)c2ccccc2)nc2ccccc21 (stereo unspecified) | 1 | -1 | .
Cc1[nH]c2ccccc2c1N=Nc1c(C)n(C)n(-c2ccccc2)c1=O | 2 | -10 | .
CN1OCC(S(=O)(=O)N2CCCC2)C1c1ccco1 (stereo unspecified) | -16 | 5 | .
COc1cc(Cn2c(=O)n(C)c3ccccc32)c(OC)cc1Br | -1 | 1 | .
CCCC(=O)Nc1ccc(CC(=O)NCc2ccno2)cc1 | -10 | 16 | -11
Oc1c(N=Nc2ccccc2)c2ccccc2n1Cc1ccccc1 | -1 | -3 | 1
COc1ccc(CNC(=S)NC(=O)c2ccc(F)cc2)cc1OC | -9 | 9 | .
Cc1cc(CNC(=O)c2cn(Cc3cccc4ccccc34)nn2)n[nH]1 | -4 | 7 | .
CC1CCN(C2=C(c3c(C(C)C)[nH]n(-c4ccc(Cl)cc4)c3=O)C(=O)N(c3ccccc3F)C2=O)CC1 | -8 | 8 | -10
O=C(O)c1ccccc1-c1ncc[nH]1 | -7 | -6 | .
CC(C)C(=O)Nc1ccc(C(=O)C(C)OC(=O)c2ccc(S(=O)(=O)N3CCCC3)cc2)cc1 (stereo unspecified) | -4 | -5 | -4
COc1ccc(NC(=O)N(CCCN2CCOCC2)CC(=O)N(Cc2ccc3c(c2)OCO3)Cc2ccco2)cc1 | -4 | 13 | -4
CCN(CC)c1ccc(-c2nnc(SC(C)C)n2C)cc1 | -8 | 9 | .
CCOC(=O)C1C(=O)C=C(c2ccc(C)cc2)CC1c1ccccc1OC (stereo unspecified) | -4 | 10 | -3
NS(=O)(=O)c1cc(Cl)ccc1Cl | 7 | 12 | .
CCC(CC)NC(=O)COC(=O)C1C(C(=O)OC)=C(C)NC(C)=C1C(=O)OC | -7 | 3 | .
O=C(Cc1ccc(F)cc1)N1CCN(c2nc(-c3ccc(Cl)cc3)nc3ccccc23)CC1 | -2 | 20 | -6
Cc1ccc2nc(SCC(=O)Nc3cccc(F)c3)nc(=O)n2c1 | -10 | -1 | -7
COC(=O)N[C@H]1C[C@@H](C(=O)NCc2ccccc2F)N(C)C1 | -6 | -5 | .
CC(=O)N1CCCc2cc(S(=O)(=O)Nc3ccc(Cl)cc3C)ccc21 | -7 | 8 | .
O=C(N1CCc2ccccc21)N1c2ccccc2Sc2ccccc21 | -4 | 9 | -2
Cc1nc(C2CCCN(Cc3nc(-c4ccccc4C)no3)C2)cc(=O)[nH]1 (stereo unspecified) | -7 | 3 | -13
COc1cccc(-n2ccc3c(cnc4nc(SC)nn43)c2=O)c1 | -2 | 3 | .
Cc1cccnc1CN1CCN(C(=O)c2cn(CCN3CCCCC3)nn2)CC1 | 0 | 2 | .
Cc1ccc(-n2c(C(C)N(Cc3ccco3)C(=O)CC(C)CC(C)(C)C)nc3ccccc3c2=O)cc1C (stereo unspecified) | -5 | 1 | -7
CCCCc1ccc(CN2CCN3C(=O)CNC(=O)C3C2)s1 (stereo unspecified) | 2 | -1 | .
CCc1c(C)nc(-n2nc(C)cc2C)n(CC(=O)Nc2ccc(OC)cc2OC)c1=O | -2 | 2 | -5
Cc1ccn2c(NC3CCCCC3)c(-c3ccccc3OS(=O)(=O)c3ccccc3)nc2c1 | -1 | 11 | -4
Clc1cc2c(cc1CSc1nnnn1-c1ccccc1)OCO2 | -1 | 6 | -4
CCCn1c(C)cn2c3c(=O)n(CC(=O)OC)c(=O)n(C)c3nc12 | -9 | 2 | .
CCOc1cccc2sc(=NC(=O)c3ccc4ncsc4c3)n(CC)c12 | -4 | 0 | .
Cn1c(CN2CCN(S(=O)(=O)c3ccc(Cl)s3)CC2)cc(=O)n(C)c1=O | -2 | 9 | .
Cc1ccccc1N=c1oc2ccc(Br)cc2cc1C(N)=O | -3 | 1 | -7
CCOC(=O)Cn1ncc2c1CCN(C(=O)/C=C/c1ccoc1)C2 | 5 | 0 | .
CCc1nc2n(n1)C(=O)C(C(c1ccc(F)c(F)c1)N1CCC(O)CC1)S2 (stereo unspecified) | -6 | -2 | -7
CCC(C)NC(=O)N1CCC2(CCC(N3CCc4ccccc4C3)CC2)CC1 (stereo unspecified) | -1 | . | -3
NC(=O)c1ccc(N2CCN(Cc3ccncc3Cl)CC2)cc1 | -2 | -5 | .
CN1CCC2(CC1)CN(C(=O)c1ccccc1-c1ncc[nH]1)CCCN2C | 0 | -3 | .
COc1cccc(CCNC(=O)c2cccnc2Oc2cccc([N+](=O)[O-])c2)c1 | -10 | -6 | 0
CCCCCc1ccc(C(=O)Nc2ccc(-n3nc(OC)nc3-c3ccc(C)cc3)cc2)cc1 | -6 | 13 | -6
N#Cc1c(N)nc(N2CCCCC2)c(C#N)c1C1(C#N)CC1 | -5 | 2 | .
CC1CCC(C(N)=O)CN1C(=O)c1cc(Cl)c(Cl)n1C (stereo unspecified) | -8 | -1 | .
O=C(NC1CCN(c2ccccc2C(=O)NCc2ccc3c(c2)OCO3)CC1)c1ccccc1Cl | -2 | -1 | -4
c1ccc(C(Cc2nc(-c3ccccn3)no2)c2ccccc2)cc1 | -8 | 7 | .
CCc1nc2n(n1)C(=O)C(C(c1ccc(Br)cc1)N1CCN(C)CC1)S2 (stereo unspecified) | -10 | -6 | -8
Cc1cc(OC(=O)c2ccc(S(=O)(=O)N(C)C)cc2)c([N+](=O)[O-])c(=O)[nH]1 | -4 | -3 | -8
Clc1ccc(CSc2ncccn2)cc1 | -4 | 6 | .
COc1ccc(CCNC(=O)c2cc(-c3cccs3)nn2-c2cccc(Cl)c2)cc1OC | -10 | 15 | -6
O=C1OCc2csc(Br)c2-c2c1csc2Br | 2 | -6 | .
COc1cn2c(cc1=O)C(=O)N(CCNC(=O)C(c1ccccc1)c1ccccc1)CC2 | -5 | 14 | .
CC(C)CC(C)N(C)C(=O)n1ccnc1 (stereo unspecified) | -3 | 23 | .
COCCNS(=O)(=O)c1cc(C(=O)O)cc(-c2c(C)cccc2C)c1 | -6 | 7 | -15

More records:
compound | hcGAS lum | NPYLR7 agonist | mcGAS lum
COc1ccc(-n2ncc(C(C)NCc3ccc4nsnc4c3)c2C)cc1 (stereo unspecified) | -9 | 7 | .
Fc1ccc(Oc2cc(C(F)(F)F)nc(SCc3ccccc3Cl)n2)c(F)c1 | -2 | 6 | .
CN1C[C@H]2CNC[C@@]2(C(=O)N2CCC(N3C(=O)Cc4ccccc43)CC2)C1 | -10 | 14 | .
O=C(c1ccc(Cl)cc1OC1CCN(C2Cc3ccccc3C2)CC1)N1CCCCC1 | -5 | 3 | -4
COC(=O)c1cc(OC)c(OC)cc1NC(=O)c1oc2ccccc2c1C | -15 | 23 | .
O=C(Nc1nnc(-c2ccncc2)o1)c1ccccc1[N+](=O)[O-] | 6 | 5 | 3
CCc1ccc(S(=O)(=O)Nc2ccc(-c3ccc(OC)nn3)cc2)s1 | -7 | 0 | -7
CS(=O)(=O)NCCCn1nc(-c2ccco2)ccc1=O | -4 | 0 | .
CCOC(=O)C1(CCc2ccccc2)CCN(C(=O)c2cc(OC)ccc2OC)CC1 | -3&-3 | 14&7 | -8&-3
COc1ccc(N2CCn3c(SCc4ccccc4)nnc32)cc1 | -6 | 5 | -9
NC(=O)c1ccc(CSc2nncn2-c2cccc(Cl)c2)cc1 | -7 | 1 | -8
O=C(Nc1nc(CN2CCCCC2)cs1)c1cnn(-c2ccc(Cl)cc2)c1 | -7 | 12 | .
Cc1cccc(CO[C@]2(C(=O)NCCCn3ccnc3)CC(OCc3ccc(C#N)cc3)[C@@H]3OC(C)(C)O[C@@H]3C2)c1 (stereo partly specified) | -4 | 17 | -4
CC(C)c1ccc(/C=C2N=C(/C=C/c3ccccc3)OC/2=O)cc1 | -1 | -6 | 3
C=CCNC(=O)[C@@H]1CCCC[C@@H]1C(=O)N1CCc2c([nH]c3ccccc23)C1 | -3 | -1 | -17
Cc1ncc(-c2c(-c3ccccc3)ncn2CCN2CCCOC2=O)[nH]1 | -2 | -6 | -10
COc1ccc(/C=C/C(=O)NCCNc2cc(-n3cccn3)ncn2)cc1OC | 3 | -8 | -2
CCCN(CC(=O)NC)Cc1cn2cc(Br)ccc2n1 | -10 | 1 | -16
CCc1nc2n(n1)C(=O)C(C(c1cccs1)N1CCN(c3ccc(F)cc3)CC1)S2 (stereo unspecified) | -7 | -7 | -7
CC1C(=O)N(c2cccc(F)c2)CCN1C(=O)C1CC1 (stereo unspecified) | 2 | 44* | -1
COCC(=O)N1CCC(C(NC(=O)c2cccc(C)c2)C(=O)N2CCCC2)CC1 (stereo unspecified) | -6 | -2 | -6
COc1cccc(COC(CN2CCN(C(=O)c3cc(C)on3)CC2)c2ccc(Cl)cc2)c1 (stereo unspecified) | -4 | 2 | -5
Cc1nc2n(c1CCNC(=O)c1cc(C3CC3)n(C(C)(C)C)n1)CCCC2 | 6 | 1 | .
O=c1cc(CN2CCCSc3ccccc32)nc2sccn12 | -5 | 9 | .
CCOc1cc(C=C2C(=O)NC(=S)NC2=O)ccc1OCCOc1ccc(C(C)CC)cc1 (stereo unspecified) | -6 | -1 | 0
COC(=O)c1cc(-c2ccc(OC)cc2)nc2c1c(C)nn2C1CCS(=O)(=O)C1 (stereo unspecified) | -8 | 12 | .
O=S(=O)(c1ccccc1C(F)(F)F)N1CCN(c2nc3ccccc3nc2-c2ccccc2)CC1 | -6 | 29 | .
CCOC(=O)N1CCc2c(sc(NC(=O)C3CC3)c2-c2nc3ccccc3s2)C1 | -9 | 0 | .
Cc1cnc(CNC(=O)c2cncn2-c2ccc(-c3ccc(F)c(F)c3)cc2)cn1 | 0 | 28 | -6
CC(C)S(=O)(=O)c1ncc(CN(C)Cc2ccco2)n1Cc1ccccc1F | -5 | 13 | .
CCOC(=O)C1=C(C)NC(c2ccccc2)=C(C(=O)OCc2ccc([N+](=O)[O-])cc2)C1C#Cc1ccccc1 (stereo unspecified) | -2 | -9 | .
O=C(CN1CCN(S(=O)(=O)N2CCCC2)CC1)NCc1ccccc1F | -4 | 4 | .
Cc1ccc(-c2nc(C(=O)N(C)Cc3ccc(C4CC4C)o3)cs2)o1 (stereo unspecified) | -11 | 0 | .
Cc1cccc(CN2CCN(C(=O)c3n[nH]c(=O)c4ccccc34)CC2)c1 | -9 | -8 | .
Cn1cnnc1Sc1ccc(Cl)cc1NC(=O)C1CCCCC1 | -9 | 4 | -7
Cc1ccc(NC(=O)N2CCSC23C(=O)N(C(C)C)c2ccccc23)cc1C (stereo unspecified) | -1 | 2 | -4
CCC(C(=O)NC1CC1)n1c(=O)n(-c2cccc(C(C)=O)c2)c(=O)c2ccccc21 (stereo unspecified) | -8 | -6 | -6
O=C1C=C(c2ccccc2)C(c2ccccc2)C1=O (stereo unspecified) | 0 | 14 | .
O=C(Nc1ccc(F)cc1)c1cccc(CN2CCS(=O)(=O)CC2)c1 | -15 | 4 | .
COc1ccc(-c2ccc(C(=O)NCc3cnn(C)c3)c(F)c2)cc1 | -9 | 8 | .
NS(=O)(=O)c1cccc(N2CC(C(=O)NCCc3ccc(F)cc3)CC2=O)c1 (stereo unspecified) | -4 | -16 | -10
N#Cc1cccc(CSc2nnc(NC(=O)COc3ccccc3)s2)c1 | -4 | -1 | -5
COc1ccc(OC)c(NC2=C(Cl)C(=O)N(c3ccccc3C)C2=O)c1 | -1 | 1 | .
O=C(O)C1=CCCNC1 | -5&2 | -4&-5 | -5&-3
O=C(c1cc(-c2ccccc2)nn1-c1ccccc1)N1CCC(NS(=O)(=O)c2cccs2)CC1 | -6 | 16 | -6
Cc1cc(C)cc(N2C(=O)C3N=NN(c4ccc(C)c(C)c4)C3C2=O)c1 (stereo unspecified) | 1 | . | 0
CSc1[s+]sc2c1-c1ccc(C)cc1NC2(C)C | -7 | -1 | -3

Full records, looked up by structure:
COc1ccc(OC)c(NC2=C(Cl)C(=O)N(c3ccccc3C)C2=O)c1 across the screens: hcGAS lum: -1; NPYLR7 agonist: 1; mcGAS lum: .
Cc1cccc(CN2CCN(C(=O)c3n[nH]c(=O)c4ccccc34)CC2)c1 across the screens: hcGAS lum: -9; NPYLR7 agonist: -8; mcGAS lum: .

Screening results as filed in PubChem BioAssay.
